Screening results: PubChem, several laboratories
CSN deneddyl inh: CSN deneddylation inhibition; Purified CSN, SCF-Nedd8-OG deneddylation, fluorescence polarization; inhibition, % at 12.5 µM; 360,000 compounds, 0.38% hits;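 active = pattern-corrected inhibition above about 35%, with an unprinted fluorescence ratio check between 0.5 and 1.5, limit read from the data, passing the limit was not always enough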;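 note: 0% = enzyme with substrate and 100% = substrate without enzyme; some results filed as inactive read as strong as hits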
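Test system: Human Csn5 produced in HEK293T cells | Compound: 12.5 µM single point | Times: 90 min, room temperature | Signal: Fluorescence polarization readout | Read-out basis: % inhibition of substrate cleavage by Csn5 | Controls: no-enzyme wells high, enzyme-with-substrate wells low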
Rpn11 inh: inhibitors of human proteasome Rpn11; calls only at 20 µM; 360,000 compounds, 0.59% hits; human 26S proteasome, Ub4-pepOG fluorescence polarization; 20S core pre-blocked with epoxomicin;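 active = inhibition at 20 µM, scaled to each plate's controls, above about 33%, limit read from the data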
Target sequence (O00487 whole entry, looked up): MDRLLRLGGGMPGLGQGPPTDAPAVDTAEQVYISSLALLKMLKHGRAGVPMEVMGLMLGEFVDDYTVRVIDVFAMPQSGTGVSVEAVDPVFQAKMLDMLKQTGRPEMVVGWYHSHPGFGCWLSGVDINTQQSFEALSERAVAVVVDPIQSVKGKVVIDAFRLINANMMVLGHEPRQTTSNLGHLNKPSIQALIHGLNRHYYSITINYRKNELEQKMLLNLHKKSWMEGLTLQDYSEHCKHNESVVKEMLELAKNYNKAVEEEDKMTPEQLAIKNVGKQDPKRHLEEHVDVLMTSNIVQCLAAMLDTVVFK
FAS-TE inh: inhibitors of human fatty acid synthase thioesterase domain; recombinant FAS-TE, OMFH fluorogenic substrate, fluorescence endpoint; AID 602261; inhibition, % at 15 µM; 360,000 compounds, 0.67% hits;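 active = compounds whose normalised, plate-corrected inhibition of enzyme fluorescence in the single-dose primary screen is 50% or more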;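 note: 0% = DMSO with enzyme and 100% = substrate without enzyme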
E coli Lon inh: inhibitors of E. coli Lon protease; P0A9M0; purified E. coli Lon protease, fluorescence polarization; inhibition, % at 7.94 µM; 360,000 compounds, 0.42% hits; AID 602123; in the data active = inhibition above about 13%, passing the limit was not always enough;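 note: 0% = enzyme with probe and DMSO and 100% = no enzyme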
Target sequence (P0A9M0 whole entry, looked up): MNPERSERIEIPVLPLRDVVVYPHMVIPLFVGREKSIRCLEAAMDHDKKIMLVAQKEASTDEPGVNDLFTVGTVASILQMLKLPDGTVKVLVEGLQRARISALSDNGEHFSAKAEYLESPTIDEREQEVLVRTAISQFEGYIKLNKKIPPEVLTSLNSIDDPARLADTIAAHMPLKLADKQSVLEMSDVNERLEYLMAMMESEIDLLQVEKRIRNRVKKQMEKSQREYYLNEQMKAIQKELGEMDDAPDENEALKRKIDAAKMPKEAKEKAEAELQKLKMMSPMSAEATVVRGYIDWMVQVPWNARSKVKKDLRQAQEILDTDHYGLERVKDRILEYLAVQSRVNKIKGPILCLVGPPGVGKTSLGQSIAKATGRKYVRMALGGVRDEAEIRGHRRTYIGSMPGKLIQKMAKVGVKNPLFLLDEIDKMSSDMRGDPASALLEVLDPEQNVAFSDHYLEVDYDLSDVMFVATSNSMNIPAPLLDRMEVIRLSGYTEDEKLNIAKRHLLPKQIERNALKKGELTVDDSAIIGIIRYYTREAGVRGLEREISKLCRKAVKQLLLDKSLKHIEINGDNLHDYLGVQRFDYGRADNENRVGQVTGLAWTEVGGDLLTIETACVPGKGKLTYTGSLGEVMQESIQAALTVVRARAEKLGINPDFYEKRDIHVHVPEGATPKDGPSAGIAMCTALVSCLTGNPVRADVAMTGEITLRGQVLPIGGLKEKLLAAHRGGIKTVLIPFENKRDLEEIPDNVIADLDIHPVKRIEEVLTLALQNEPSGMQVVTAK
MsrA act: bovine methionine sulfoxide reductase A activation; purified bovine MsrA, absorbance read-out; activation, % at 10.6 µM; 360,000 compounds, 0.3% hits; AID 602163; in the data active = activation above about 7.5%;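 note: 0% = vehicle and 100% = reference activator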
Rin1 Abl inh: human Rin1-Abl interaction inhibition. P00519+Q13671. TR-FRET Rin1/Abl binding, biochemical. inhibition, % at 7.35 µM. 360,000 compounds, 0.4% hits; in the data active = inhibition above about 5%, passing the limit was not always enough
MLLE-PAM2 inh: blocks PAM2 peptide binding to the PABP1 MLLE domain; P11940; GST-MLLE / FITC-PAM2 fluorescence polarization; inhibition, % at 20 µM; 360,000 compounds, 0.36% hits; AID 588489; in the data active = inhibition above about 35%, passing the limit was not always enough;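 note: plate controls were DMSO wells with GST-MLLE for no effect and wells lacking GST-MLLE protein for full effect; some results filed as inactive read as strong as hits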
MT1-MMP act inh: MT1-MMP (human) activation inhibition; HT1080 RFP-PRO-GFP cells, GFP/RFP ratio fluorescence, overnight; percent of plate control window, DMSO zero; 360,000 compounds, 0.061% hits; AID 651647; P50281; GFP/RFP ratio change, % at 20 µM;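 active = GFP/RFP ratio change of at least 30% with cell ATP level not reduced by more than half and red fluorescence within 50% of control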; note: strong numbers were not always called active
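Test system: HT1080 cells expressing an RFP-PRO-GFP fluorescent reporter construct / Compound dosing: single-point 20 µM compound, 1% DMSO / Schedule: cells overnight before dosing, compound overnight, 37 °C, 5% CO2 / Evaluation: GFP/RFP fluorescence ratio / Control set: DMSO and RFP-L50D-GFP cell wells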
MsrA inh: bovine MsrA inhibition; purified bovine MsrA, absorbance read-out; inhibition, % at 15.5 µM; 360,000 compounds, 0.75% hits; in the data active = inhibition above about 4.5%;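 note: 0% = vehicle wells with enzyme and 100% = reference inhibitor wells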
* = called active by the depositor; i = inactive; x = not tested or not shown. This is a random part of the collection; 3.7% or so of the library scored in one or more.

A first look, 7 compounds:
entry	compound	CSN deneddyl inh	Rpn11 inh	FAS-TE inh	E coli Lon inh	MsrA act	Rin1 Abl inh	MLLE-PAM2 inh	MT1-MMP act inh	MsrA inh
1	O=C(C1CCN(S(=O)(=O)N2CCOCC2)CC1)N1CCOCC1	3	i	-8	-5	-3	-1	-12	0	-0.3
2	CSc1ccc(S(=O)(=O)N2CCC(C(=O)N3CCOCC3)CC2)cc1	2	i	-2	0	-1	1	2	2	1.2
3	COc1ccc(C(=O)COC(=O)CN2C(=O)C3C4C=CC(C5CC45)C3C2=O)cc1 (configuration not stated)	-10	i	-9	5	-3	0	1	5	-0.4
4	Cc1cccn2cc(-c3ccc(NC(=O)Cc4ccccc4)cc3)nc12	13	i	0	-6	-3	-3	-39	1	0.2
5	COc1ccc(CNC(=O)CSc2nnnn2C)cc1OC	0	i	-3	-2	-4	1	11	0	-0.6
6	COc1ccc(C(=O)Nc2ccc(F)cc2F)cc1	1	i	-5	-5	-2	-2	-9	4	0.8
7	CS(=O)(=O)N1CCCC(C(=O)NCc2ccccc2Cl)C1 (configuration not stated)	-3	i	-6	-11	-2	-1	-3	1	-0.4

The list itself (from the top)
entry	compound	CSN deneddyl inh	Rpn11 inh	FAS-TE inh	E coli Lon inh	MsrA act	Rin1 Abl inh	MLLE-PAM2 inh	MT1-MMP act inh	MsrA inh
1	O=C(C1CCN(S(=O)(=O)N2CCOCC2)CC1)N1CCOCC1	3	i	-8	-5	-3	-1	-12	0	-0.3
2	CSc1ccc(S(=O)(=O)N2CCC(C(=O)N3CCOCC3)CC2)cc1	2	i	-2	0	-1	1	2	2	1.2
3	COc1ccc(C(=O)COC(=O)CN2C(=O)C3C4C=CC(C5CC45)C3C2=O)cc1 (configuration not stated)	-10	i	-9	5	-3	0	1	5	-0.4
4	Cc1cccn2cc(-c3ccc(NC(=O)Cc4ccccc4)cc3)nc12	13	i	0	-6	-3	-3	-39	1	0.2
5	COc1ccc(CNC(=O)CSc2nnnn2C)cc1OC	0	i	-3	-2	-4	1	11	0	-0.6
6	COc1ccc(C(=O)Nc2ccc(F)cc2F)cc1	1	i	-5	-5	-2	-2	-9	4	0.8
7	CS(=O)(=O)N1CCCC(C(=O)NCc2ccccc2Cl)C1 (configuration not stated)	-3	i	-6	-11	-2	-1	-3	1	-0.4
8	CC(=O)N1CCN(Cc2nc3cc(NS(C)(=O)=O)ccc3n2C)CC1	3	i	-7	3	-1	5	0	10	-0.7
9	CCN1CCN(C(=O)CCNC(=O)Cn2cnc3ccccc3c2=O)CC1	-3	i	-9	0	-5	3	6	2	-0.6
10	O=C(Nc1nnc(-c2ccccc2F)s1)c1ccccc1F	1	i	-3	2	-3	4	-3	-2	-1.0
11	Cc1ccc(OCC(=O)N2CCc3ccccc3C2)c([N+](=O)[O-])n1	-6	i	8	-3	-15	-1	-3	-1	-0.8
12	CC(=O)NC(CC(=O)O)c1ccccc1 (configuration not stated)	-4	i	-4	10	-5	-1	1	11	-0.2
13	CC1(C(=O)Nc2cccc(Oc3ccccc3)c2)CCN1C1Cc2ccccc2C1 (configuration not stated)	2	i	21	-28	1	-3	6	1	0.3
14	Cc1nn(CCC(N)=O)c2nc(-c3cccs3)cc(C(F)(F)F)c12	2	i	-6	-12	-2	-3	-7	-8	1.3
15	CCCCCn1c(=O)c2ccccc2n2c(CCl)nnc12	-3	i	5	0	-1	2	-4	-6	1.0
16	CCOc1ccc(S(=O)(=O)N/N=C2/CCCC(=O)C2)cc1	-16	i	-19	1	-2	1	-3	2	0.8
17	COC(=O)C1CCN(C(=O)CSc2nc3ccc(OC)cc3[nH]2)CC1	0	i	-4	3	-2	0	-99	2	-0.3
18	CCOC(=O)C1=CN2CCCC[C@@H]2CC1=O	-4	i	-8	3	-2	1	-1	7	1.8
19	O=C1COc2ccc(C(=O)COC(=O)c3ncc(Cl)c(Cl)c3Cl)cc2N1	6	i	24	-1	-2	5	12	4	0.2
20	C[C@@H]1CN([C@H](C)CO)C(=O)CCCn2nncc2CO[C@@H]1CN(C)S(=O)(=O)c1ccc2ccccc2c1	6	i	-12	4	-2	-8	-4	2	-0.1
21	CC(Oc1ccc(F)cc1)C(O)CCN(C)C (configuration not stated)	6	i	-5	2	-3	-3	-5	-1	0.2
22	Cc1nc(-n2nnc3cc(C)c(C)cc32)c2c3c(sc2n1)CCCC3	-1	i	26	-3	0	-2	-6	-5	0.5
23	CCCS(=O)(=O)NC(=O)C1(C)CCN(C(=O)c2cc(F)cc(F)c2)C1 (configuration not stated)	3	i	-4	0	-5	2	9	1	0.0
24	CC1CCCCC1NC(=O)CN1CCC(NC(=O)c2ccc([N+](=O)[O-])cc2)CC1 (configuration not stated)	1	i	0	-1	-2	1	8	0	-0.4
25	COc1cc(/C=C/C(=O)N2CCc3ccccc3C2)cc(OC)c1OC	4	i	-3	0	-2	-1	-7	3	2.3
26	CCOC(=O)CSC1=C(C#N)C(c2ccc(Cl)cc2)C(C(=O)OC)C(=O)N1 (configuration not stated)	-1	i	-6	-1	-10	0	23	0	0.9
27	O=C(OCC(=O)N1CCN(c2ccccc2)CC1)c1nc(Cl)ccc1Cl	-1	i	5	-7	1	1	5	-1	0.7
28	Cc1ccc(NC(=O)COC(=O)c2c[nH]c3ccccc23)cc1C	-1	i	-3	6	-3	1	1	0	-1.1
29	NS(=O)(=O)c1ccc(CNS(=O)(=O)c2ccc3ccccc3c2)cc1	6	i	-1	-4	-4	-3	0	1	-0.5
30	CCOC(=O)C1=C(C)N=C(/N=C/N(C)C)SC1c1ccccc1 (configuration not stated)	1	i	-13	0	3	-1	-14	-2	1.6

Record cards (already shown).
Record of `CC1CCCCC1NC(=O)CN1CCC(NC(=O)c2ccc([N+](=O)[O-])cc2)CC1` (configuration not stated) → CSN deneddyl inh = 1; Rpn11 inh = i; FAS-TE inh = 0; E coli Lon inh = -1; MsrA act = -2; Rin1 Abl inh = 1; MLLE-PAM2 inh = 8; MT1-MMP act inh = 0; MsrA inh = -0.4
Record of `CCOC(=O)CSC1=C(C#N)C(c2ccc(Cl)cc2)C(C(=O)OC)C(=O)N1` (configuration not stated) → CSN deneddyl inh = -1; Rpn11 inh = i; FAS-TE inh = -6; E coli Lon inh = -1; MsrA act = -10; Rin1 Abl inh = 0; MLLE-PAM2 inh = 23; MT1-MMP act inh = 0; MsrA inh = 0.9

The listing continues.
entry	compound	CSN deneddyl inh	Rpn11 inh	FAS-TE inh	E coli Lon inh	MsrA act	Rin1 Abl inh	MLLE-PAM2 inh	MT1-MMP act inh	MsrA inh
31	Cc1c(-c2ccccc2)nc(N)c(C#N)c1-c1cccs1	0	i	-5	8	1	1	2	-4	-0.2
32	Cc1ccc(N2C(=O)[C@@H]3C(c4ccc(F)cc4)=NO[C@@H]3C2=O)cc1	-3	i	3	0	-3	0	-1	0	-0.1
33	C#CCSc1nc(N)c2c(n1)OC(N)=C(C#N)C2c1cccnc1 (configuration not stated)	-1	i	-20	-9	-2	5	-1	3	-1.6
34	COc1ccc(NS(=O)(=O)c2cccs2)cc1S(=O)(=O)N1CCOCC1	1	i	-6	0	1	0	-2	1	-0.9
35	COc1ccc(S(=O)(=O)N2CCc3cc(OC)c(OC)cc3C2)cc1	2	i	2	8	-4	-1	1	4	-1.3
36	O=C(Nc1cccc2cccnc12)c1csc(COCCO)n1	-3	i	-5	12	-1	-8	-1	1	x
37	COc1ccc(C2C(C#N)=C(N)N(c3ccccc3)C3=C2C(=O)CCC3)cc1Cn1cc([N+](=O)[O-])cn1 (configuration not stated)	4	i	35	-12	-4	-1	-25	-14	1.0
38	CN(C(=O)COC(=O)c1cc(S(=O)(=O)N2CCCCC2)ccc1N1CCOCC1)C1CCS(=O)(=O)C1 (configuration not stated)	-1	i	-8	-2	-8	-2	5	3	0.8
39	CN1CCN(C=NC2=NN(c3cccc(C(F)(F)F)c3)CC2)CC1	-9	i	-7	5	-4	-5	-10	2	2.0
40	CC1CC(C)CN(C(=O)COC(=O)c2ccc[nH]c2=O)C1 (configuration not stated)	-1	i	-5	10	-12	-2	-8	4	0.8
41	Cc1ccc(C)c(-n2c(CNc3ccc(F)cc3)nnc2SCC(N)=O)c1	-5	i	-7	-3	-2	3	-71	2	0.6
42	C[n+]1cn(Cc2cc(Cl)ccc2OC(F)F)c2ccccc21	-1	i	-3	0	-4	0	-5	-1	-1.2
43	O=Cc1cn(-c2ccc(F)cc2)c2ccccc12	5	i	3	-2	-2	2	-8	1	-0.1
44	COc1ccccc1N1CCN(S(=O)(=O)c2c(C)[nH]c(=O)[nH]c2=O)CC1	-5	i	-3	0	-1	-1	-3	-7	-0.5
45	Cc1cc(N)ncc1[N+](=O)[O-]	5	i	-3	-7	-7	-3	16	1	4.6*
46	COc1ccc(S(=O)(=O)N2CCCCC2)cc1-n1cnnn1	-1	i	-7	-6	-5	0	-2	2	0.2
47	Cc1ccc(OCC(=O)NC2CCS(=O)(=O)C2)cc1 (configuration not stated)	3	i	-1	-3	0	2	0	9	-0.5
48	COc1ccccc1N1CCN(c2ccc(S(=O)(=O)N3CCN(C)CC3)cn2)CC1	3	i	-10	-7	-10	1	18	-2	0.8
49	CCn1cc(C(=O)NCCC(=O)NCCO)c(=O)c2cc3c(cc21)OCO3	3	i	-5	-7	-9	2	1	4	2.3
50	COC(=O)c1ccc(Cn2nnc3c(=O)[nH]c(C4CCCN(S(=O)(=O)c5ccccc5)C4)nc32)cc1 (configuration not stated)	3	i	12	-7	-3	1	9	-2	0.7
51	Cc1cccc(OCC(=O)NCC(=O)N/N=C/c2ccccc2)c1	-6	i	-6	4	-3	4	9	-1	0.0
52	O=C(Nc1nc2c(s1)CCCC2)c1cccnc1	1	i	-7	-9	-12	-3	4	4	x
53	CC(C)(C)S(=O)N1Cc2cc(C(=O)NCCCN3CCOCC3)nc(-c3cccc(-c4cc5ccccc5o4)c3)c2[C@H]1CCO (some centres not stated)	-1	i	0	-1	-9	-2	-11	-5	0.5
54	Cn1c(=O)oc2cc(S(=O)(=O)Nc3ccc(Cl)cc3F)ccc21	-7	i	2	3	-4	0	-3	2	-0.2
55	CC(=O)c1ccc(NC(=O)COC(=O)c2nc(Cl)ccc2Cl)cc1	1	i	-3	2	-1	1	-5	-2	-0.5
56	Cc1ccc(N2C(=O)[C@@H]3[C@H](C2=O)C2CCCN2[C@@H]3C(=O)c2ccccc2)cc1 (some centres not stated)	0	i	-8	22	-2	-1	14	-63	-0.2
57	O=C(CCS(=O)(=O)c1ccccc1)N1CCOCC1	-2	i	-3	11	-2	-2	17	2	-1.0
58	COCCCNC(=S)N1CCN(c2nc(C)nc3sc4c(c23)CCCC4)CC1	-8	i	17	2	-4	-3	-127	3	1.4
59	COC(=O)c1sccc1NC(=O)NC1CCCCC1	1	i	1	2	-3	-2	-13	-3	1.8
60	N#Cc1ccccc1NC(=O)COC(=O)/C=C/c1cn(-c2ccccc2)nc1-c1ccc(Cl)cc1	9	i	8	-5	-3	-7	-7	2	1.4
61	Cc1cccc(NC(=O)Nc2cccc(C)n2)n1	0	i	-11	-1	-10	1	-4	-10	0.6

2 entries from above, with one line to a screen.
51	Cc1cccc(OCC(=O)NCC(=O)N/N=C/c2ccccc2)c1
52	O=C(Nc1nc2c(s1)CCCC2)c1cccnc1
compound no. | 51 | 52
CSN deneddyl inh | -6 | 1
Rpn11 inh | i | i
FAS-TE inh | -6 | -7
E coli Lon inh | 4 | -9
MsrA act | -3 | -12
Rin1 Abl inh | 4 | -3
MLLE-PAM2 inh | 9 | 4
MT1-MMP act inh | -1 | 4
MsrA inh | 0.0 | x
